# From PubChem
# D1 ag – human D1 receptor agonism; AID 504660; 1% of 360,000 active; activation, % at 2 µM; HEK293 T-REx D1 cells, calcium flux, agonist mode; P21728; in the data active means activation above about 30%; further: 0% is about no effect
#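 Inducible HEK293 T-REx D1 cells, force-coupled to calcium signalling, were plated at 4000 cells/well with tetracycline and held overnight at 30 C. After no-wash calcium dye loading, compound-evoked calcium rise over 180 s flagged agonists.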
# D1 potentiator – human D1 dopamine receptor positive modulation; potentiation, % at 10 µM; AID 504651; P21728; HEK293 TREx D1 cells, calcium flux, dopamine EC20 potentiation; 0.036% of 360,000 active; in the data active means potentiation above about 30%; further: 0% is about no effect
# RXFP1 antag – antagonists of human relaxin receptor RXFP1. HEK293-RXFP1, relaxin-stimulated cAMP HTRF, 30 min; hits give low values. activity change, negative = inhibition, % at 57.5 µM. 0.59% of 350,000 active. AID 1259400;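 active means activity change of -60% or lower, but not beyond a set lower limit; inconclusive means change between -60% and -40%, or beyond the set limit; inactive means change above -40%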; further: on the % scale 0 is the no-effect control and ±100 the full control effect
# D1 antag – human D1 dopamine receptor antagonism; P21728; HEK293 TREx D1 cells, calcium flux, dopamine EC80; hits give low values; activity change, negative = inhibition, % at 10 µM; 3.2% of 360,000 active; AID 504652; in the data active means activity change below about -30%; further: on the % scale 0 is the no-effect control and ±100 the full control effect
#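 Compound effects on dopamine-evoked calcium signalling were measured in tetracycline-induced HEK293 Trex D1 cells. Dopamine at EC80 followed a 180 s compound pre-read, and fluorescence was tracked kinetically for 180 s more.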
# RXFP1 agonist – activates the human relaxin receptor RXFP1. Q9HBX9. HEK293T-RXFP1 cAMP TR-FRET, 30 min; response scale: percent of porcine relaxin response, buffer zero. Potency, µM (series often up to 57.5 µM), without a hit: at the highest dose activation, usual class: activators. 0.3% of 370,000 active; further: potency means the concentration at half of the fitted maximal effect; on the % scale 0 is the no-effect control and ±100 the full control effect; nearly all actives have a fitted effect of over 60% in size; many of its hits are not listed in these tables
#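 HEK293 cells stably expressing RXFP1, treated 30 min at 37C with compounds plus PDE4 inhibitor Ro 20174; cAMP measured by HTRF TR-FRET. Normalized to buffer and 29 nM porcine relaxin; EC50 by Hill fit.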
# Apoferritin bind – binds horse apoferritin like a general anesthetic. P02791. Potency, µM (doses to about 77.5 µM), inactives show top-dose activity change, negative = displacement, most hits filed as inhibitors. apoferritin/1-aminoanthracene competitive binding, fluorescence. AID 485281. 0.074% of 350,000 active; further: potency means the concentration at half of the fitted maximal effect; on the % scale 0 is the no-effect control and ±100 the full control effect; nearly all actives have a fitted effect of over 20% in size
# Target sequence (P02791 2-175 limits assumed): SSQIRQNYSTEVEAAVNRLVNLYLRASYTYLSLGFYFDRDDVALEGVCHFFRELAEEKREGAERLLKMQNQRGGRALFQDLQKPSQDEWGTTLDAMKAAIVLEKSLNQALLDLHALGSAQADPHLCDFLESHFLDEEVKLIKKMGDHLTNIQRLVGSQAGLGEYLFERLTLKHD
#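 In PBS, apoferritin at 10 uM is loaded with 1-AMA from a 50% saturated solution. After 10 min of compound exposure at ambient temperature, reduced 535 nm fluorescence indicates probe displacement.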
# D2 potentiator – positively modulates the human D2 dopamine receptor allosterically; P14416; HEK293 T-REx D2, calcium flux, EC20 dopamine potentiation; potentiation, % at 10 µM; 0.34% of 340,000 active; AID 485347;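 active means potentiation over 3 SD above the plate norm, cut at about 30% in these data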; further: 0% is about no effect
# Target sequence (P14416 whole entry, looked up): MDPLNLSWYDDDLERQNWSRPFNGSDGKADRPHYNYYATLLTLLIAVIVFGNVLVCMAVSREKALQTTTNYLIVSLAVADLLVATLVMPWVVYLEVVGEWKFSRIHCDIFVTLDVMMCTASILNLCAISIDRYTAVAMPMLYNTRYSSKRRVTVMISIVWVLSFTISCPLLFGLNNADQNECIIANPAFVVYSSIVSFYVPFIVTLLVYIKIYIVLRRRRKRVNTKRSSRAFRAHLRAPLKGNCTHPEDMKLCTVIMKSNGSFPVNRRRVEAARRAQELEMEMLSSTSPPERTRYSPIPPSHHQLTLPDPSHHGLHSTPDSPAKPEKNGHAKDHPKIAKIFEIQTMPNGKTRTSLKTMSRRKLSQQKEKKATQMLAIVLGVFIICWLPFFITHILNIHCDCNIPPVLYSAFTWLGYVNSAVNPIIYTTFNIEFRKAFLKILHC
#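 Using a no-wash calcium dye in inducible, force-coupled HEK293 Trex cells expressing D2, we tracked fluorescence each second for 180 s after compound, then for 180 s after EC20 dopamine to detect augmented signalling.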
# TRHR ag – agonists of human TRH receptor | 0.18% of 360,000 active | activation, % at 2 µM | P34981 | AID 493084 | TRHR cells, calcium flux fluo-8, FDSS agonist mode; in the data active means activation above about 30%; further: 0% is about no effect
# Target sequence (P34981 whole entry, looked up): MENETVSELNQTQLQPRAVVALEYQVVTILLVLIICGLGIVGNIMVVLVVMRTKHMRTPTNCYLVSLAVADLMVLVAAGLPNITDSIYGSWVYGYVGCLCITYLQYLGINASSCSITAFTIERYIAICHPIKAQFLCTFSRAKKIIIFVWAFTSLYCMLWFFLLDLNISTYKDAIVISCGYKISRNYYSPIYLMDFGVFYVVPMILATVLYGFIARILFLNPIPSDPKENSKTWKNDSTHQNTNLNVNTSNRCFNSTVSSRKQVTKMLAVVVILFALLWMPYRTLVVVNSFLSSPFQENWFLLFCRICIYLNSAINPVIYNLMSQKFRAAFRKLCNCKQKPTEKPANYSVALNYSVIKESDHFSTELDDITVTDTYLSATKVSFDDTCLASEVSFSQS
#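 TRHR-expressing cells, plated overnight in medium with 10% serum, were loaded with fluo-8 calcium dye at room temperature. After a 10 s baseline, library compound was pin-added and calcium release was recorded kinetically (ex 480/em 530) as agonist response.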
# TRHR PAM – allosteric enhancers of human TRH receptor | TRHR cells, fluo-8 calcium fluorescence, EC20 TRH enhancement | P34981 | AID 493056 | 0.66% of 360,000 active | enhancement, % at 2 µM; in the data active means enhancement above about 30%; further: 0% is about no effect
#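 Enhancer read-out: after compound pinning and an initial kinetic agonist-mode read, an EC20 of TRH (10 nM final) was injected and fluo-8 calcium signal (Ex 480/Em 530) followed at 1 s/cycle for 100 cycles in TRHR-expressing cells.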
# An asterisk follows results filed as active; ? = inconclusive; . = no result given; [ ] = remark or other dose. Unless noted, the call rests on the fitted dose curve; in most records, active means well fitted curve in the direction sought with a large enough effect; inconclusive means small, poorly fitted or top-dose-only effect, or another doubt; inactive means no such curve, though single readings can be large; an effect the other way counts as inactive or inconclusive. A portion of the library; the hit share may differ from the screen's.
molecule,D1 ag,D1 potentiator,RXFP1 antag,D1 antag,RXFP1 agonist,Apoferritin bind,D2 potentiator,TRHR ag,TRHR PAM
COc1cc(NS(=O)(=O)c2ccc(OC)c(C)c2C)c(OC)cc1Cl,12.1,7.2,-9.3,-7.2,0.9%,-3.1%,8.3,0.1,-6.9
CC1CCN(C(=O)CC2C(=O)Nc3c2c(=O)n(C)c(=O)n3Cc2ccccc2)CC1 (stereo not given),4.6,1.5,24.4,-7.4,0.6%,?,3.5,-0.5,-1.9
CCOc1ccc(NC(=O)COC(=O)CCCc2c[nH]c3ccccc23)cc1,8.5,-9.7,-22.6,-29.7,-0.6%,?,12.6,-0.3,0.1
C=CCN1CCN(c2ccncc2S(=O)(=O)N2CCCCC2)CC1,8.2,1.4,1.2,0.9,-1.6%,-1.0%,-3.6,0.4,11.6
COc1ccc(-c2nn(-c3ccccc3)cc2/C=N/NC(=O)c2cccc(S(=O)(=O)Nc3ccccc3OC)c2)cc1,3.2,-3.9,-15.4,1.9,-0.4%,-0.4%,-0.2,0.6,-1.5
CCc1ccccc1NS(=O)(=O)c1ccc2[nH]cc(C(=O)NCC3CCCO3)c(=O)c2c1 (stereo not given),-0.8,0.6,1.4,-7.0,0.8%,-8.3%,.,0.1,-3.2
C/C=N\NC(=O)CNC(=O)CNC(=O)c1ccccc1,1.0,-6.0,12.2,9.0,0.6%,-8.1%,-8.7,0.6,-5.2
COc1cc2c(cc1OC)C1(C)N(CC2)C(C(C)=O)=NN1c1ccc(Cl)cc1 (stereo not given),4.1,-2.1,-1.3,-12.9,0.6%,-0.9%,1.3,-1.6,5.5
Cn1c(=O)c2c(ncn2CC(=O)N2CCN(c3ccccc3)CC2)n(C)c1=O,0.6,-1.6,-0.7,-14.7,5.9%,2.8%,-0.9,1.2,0.7
COc1ccc(-c2ccc3c(c2)S(=O)(=O)c2cccc(C(=O)NC4CCCC4)c2C3=O)cc1OC,-0.2,-7.5,.,2.2,7.1%,.,-5.1,1.9,3.3
CCOC(=O)C1CCCN(Cc2ccccc2OCC)C1 (stereo not given),1.8,0.5,11.1,6.3,1.6%,-6.8%,-10.0,0.2,5.8
O=C1CC(=O)c2c1cccc2[N+](=O)[O-],1.0,-2.2,.,-7.5,?,-13.1%,4.2,0.1,-0.7
Cc1ccccc1SCC(=O)N/N=C/c1ccc(F)cc1,1.9,-6.6,-0.3,8.6,0.5%,?,-2.4,0.8,2.6
Cn1cc(C(=O)NS(=O)(=O)Nc2ccc(Br)cn2)c2ccccc21,0.6,-7.0,9.0,-5.1,2.7%,-6.0%,-7.4,-0.1,-0.2
Cc1c(C(=O)Nc2cc(F)ccc2F)sc2nc(-c3ccc(F)cc3)cn12,3.8,-1.4,2.8,6.8,-0.1%,0.2%,-2.4,0.5,0.8
CCCCn1c(N)c(N(CCC(C)C)C(=O)C2CC(=O)N(Cc3ccc(C)cc3)C2)c(=O)[nH]c1=O (stereo not given),-0.2,1.1,2.8,3.8,-0.7%,.,3.0,-0.1,-0.2
CCNCCNC(=O)c1c(O)c2ccccc2n(CC)c1=O,2.7,-1.9,-9.5,-3.5,1.7%,-7.4%,.,0.5,-4.3
COCCn1c(=NC(=O)c2ccc3c(c2)OCCO3)sc2cc(NC(C)=O)ccc21,-1.0,-3.4,0.9,-7.9,?,135.6%[activator],-4.7,0.2,-7.8
CC(C)c1ccc(NC2CCCN(C(=O)c3ccccc3-c3ncc[nH]3)C2)cc1 (stereo not given),0.9,-7.5,7.3,9.1,9.4%,4.9%,0.9,-0.8,2.9
Cc1cccc(-c2nnc(SCC(=O)N3CCCCC3)o2)c1,9.7,-3.8,-3.0,4.0,4.0%,-20.6%,-13.8,-0.5,-3.1
Cc1nnnn1/C(=C\c1ccccc1)C(=O)OCC(=O)NC(C)(C)C,2.0,-4.5,-18.6,19.8,-0.1%,1.4%,-2.9,0.4,33.0*
O=c1[nH][nH]c2cc(=O)n(-c3ccc(Cl)cc3)nc12,2.1,3.5,-2.6,17.5,-4.5%,-22.0%,0.4,-0.1,0.6
COC(=O)Cc1coc2cc(OC)ccc12,-0.3,-5.2,.,-22.7,1.4%,.,18.6,0.1,-8.1
CC(=O)c1cccc(NC(=O)N2CCCC2C(=O)Nc2cccc(C)c2)c1 (stereo not given),0.2,-6.7,-2.3,-2.0,1.9%,-9.5%,-11.2,-0.6,-2.8

# Whole records as entered above:
# Cc1nnnn1/C(=C\c1ccccc1)C(=O)OCC(=O)NC(C)(C)C across the screens: D1 ag = 2.0; D1 potentiator = -4.5; RXFP1 antag = -18.6; D1 antag = 19.8; RXFP1 agonist = -0.1%; Apoferritin bind = 1.4%; D2 potentiator = -2.9; TRHR ag = 0.4; TRHR PAM = 33.0*
# CC(C)c1ccc(NC2CCCN(C(=O)c3ccccc3-c3ncc[nH]3)C2)cc1 (stereo not given) across the screens: D1 ag = 0.9; D1 potentiator = -7.5; RXFP1 antag = 7.3; D1 antag = 9.1; RXFP1 agonist = 9.4%; Apoferritin bind = 4.9%; D2 potentiator = 0.9; TRHR ag = -0.8; TRHR PAM = 2.9

# Other compounds.
molecule,D1 ag,D1 potentiator,RXFP1 antag,D1 antag,RXFP1 agonist,Apoferritin bind,D2 potentiator,TRHR ag,TRHR PAM
COCCN(C(=O)CCC(=O)Nc1cc(C)on1)C(C(=O)NC1CCCC1)c1ccc(C)cc1 (stereo not given),0.7,-1.2,3.9,7.5,1.0%,-12.7%,.,-0.5,5.9
COc1ccc(NC(=O)c2ccc3c(c2)NC(=O)CS3)cc1S(=O)(=O)Nc1ccc(Br)cc1,6.9,-5.2,-2.5,-20.4,-0.7%,-3.3%,-4.3,0.4,-7.4
O=C(N/N=C/c1ccccc1[N+](=O)[O-])c1ccc(CN2CCOCC2)cc1,1.1,0.6,-15.6,2.3,-0.1%,-10.4%,-1.3,0.0,4.4
Cc1ccc(Nc2ccc(C(N)=O)cc2[N+](=O)[O-])cc1C,0.6,-11.7,3.2,-52.9*,0.7%,-20.7%,16.2,-1.6,3.0
CCCNC(=O)c1ccc(S(=O)(=O)c2ccc(OC)cc2)c([N+](=O)[O-])c1,9.7,-9.7,-2.6,-20.6,1.1%,-13.2%,1.5,0.1,-7.7
CCOC(=O)c1cc(C(=O)OCC)c2cccc(C)n2c1=O,0.2,2.0,1.5,-10.7,0.3%,1.5%,3.1,-0.1,-10.0
CCn1c(SCCOc2ccc(OC)cc2)nnc1C(CO)NC(=O)c1ccc(OC)cc1 (stereo not given),1.0,0.4,9.3,17.1,0.9%,-17.0%,-4.3,-0.5,9.7
CC(=O)c1ccc(NC(=O)C(C)OC(=O)C2CC(=O)N(c3ccc4c(c3)OCCO4)C2)cc1 (stereo not given),3.0,-4.0,-15.0,-11.6,-0.6%,-10.9%,16.1,0.6,16.3
CCOC(=O)CN(C(=O)COc1nc(-c2ccccc2)cc(C)c1C#N)c1ccc(C)cc1,2.1,-0.7,0.2,-5.4,2.0%,4.8%,-6.5,-0.7,5.8
Cn1c(=O)c2c(ncn2CC(=O)N/N=C/c2ccco2)n(C)c1=O,0.8,-0.7,12.3,-4.8,15.9%,1.5%,16.6,-0.9,-5.9
O=c1nc(-c2ccccc2)c2cc(Cl)ccc2[nH]1,0.9,0.2,4.0,-0.7,0.5%,-3.5%,-2.0,0.0,3.3
Nc1nonc1-n1nnc(C(=O)N/N=C/c2ccccc2)c1CSc1ccc(Cl)cc1,5.8,-7.1,-16.5,-45.8*,-0.7%,4.1%,-7.1,0.6,-31.5
Cc1cc(C)nc(Oc2ccc(Br)cc2Br)n1,0.9,-2.9,-39.4,-9.1,0.9%,-11.7%,9.2,-1.9,-4.4
CC(=O)Nc1ccc(C(=O)OCC(=O)NCc2ccccc2)cc1,-0.7,-6.5,-4.9,.,-0.2%,-1.1%,-8.7,0.5,5.0
COc1cccc(NC(=O)CN2CCc3ccccc3C2)c1,2.0,-0.2,1.1,5.3,0.8%,-10.5%,-4.0,-1.3,4.9
Cc1cc(NC(=O)CSC2=NCCS2)no1,2.6,-3.7,5.8,3.9,0.2%,-15.4%,0.3,-0.2,5.8
COc1ccc(NC(=O)/C(=C\c2ccccc2)NC(=O)c2ccco2)cc1,6.2,.,-2.3,-4.4,1.2%,-7.4%,-4.5,0.7,3.6
COc1ccc(N2CCN(c3ncnc4c3nc3n4CCCCC3)CC2)cc1,9.3,-4.5,.,-35.1*,-0.2%,-12.5%,-15.8,-0.5,0.5
COC(=O)c1ccccc1S(=O)(=O)N1CCC(C(=O)OCc2cccc(OC)c2OC)CC1,44.1*,-0.7,-5.4,-39.1*,0.8%,.,3.8,1.5,3.5
O=C(c1ccc(-n2cncn2)c([N+](=O)[O-])c1)N1CCN(S(=O)(=O)c2ccccc2Br)CC1,1.9,-4.0,-13.4,-25.2,-1.1%,.,-5.8,0.5,-0.4
CN(C)C=NC(=O)/C(C#N)=C/c1ccccc1,3.3,-3.1,-12.1,14.0,0.6%,-9.1%,-3.1,0.6,-4.9
CCc1ccc(N(CC(=O)NCc2ccc(OC)cc2)C(=O)CCC(=O)Nc2ccccn2)cc1,1.0,-4.0,-11.1,-1.6,-5.2%,-7.5%,-10.9,0.1,0.3
Cc1ccc(NC(=O)CCC(C(=O)O)N2C(=O)c3ccccc3C2=O)cc1 (stereo not given),1.5,-6.0,-8.8,-8.9,1.4%,-3.2%,5.4,0.3,4.6
COc1ccccc1C(=O)Nc1cc2ccccc2oc1=O,0.9,8.5,-2.7,-2.5,0.6%,1.1%,5.6,-0.1,-0.5
NC(=O)c1ccc[n+](CC(=O)NCc2ccc(Cl)cc2)c1,1.7,-3.6,2.6,-2.0,0.8%,-12.0%,.,0.8,9.5
O=C(NCc1cccs1)c1cccc(N2CCCC2=O)c1,2.5,4.8,-1.2,13.7,2.0%,-6.0%,10.9,0.1,2.1
Cc1ccccc1-n1c(SC/C(O)=C(\C#N)c2nc3ccccc3[nH]2)nnc1-c1ccncc1,2.6,3.3,15.6,8.9,0.6%,-22.6%,0.6,-0.1,17.1
C=CCn1c(-c2ccccc2)ccc(C#N)c1=O,3.5,-2.3,-3.1,-14.0,3.6%,?,-8.1,0.4,-6.0
CCN(Cc1nc2ccccc2c(=O)[nH]1)C(=O)c1cccc(NC(=O)c2cccs2)c1,0.7,-3.7,-22.2,-14.3,1.8%,.,-2.0,-0.2,-2.1
COC(=O)c1c(-c2cccc(C)c2)csc1N,-0.1,-1.3,-12.7,-0.6,0.0%,-1.8%,-1.7,-0.6,-3.8
